Assay outcomes: PubChem, several laboratories
ABCB6 inh MLPCN = ABCB6 transporter inhibitors, primary screen, K562-ABCB6 cells, flow cytometry, MLPCN library. ATP-binding cassette sub-family B member 6 (Homo sapiens), Q9NP58. K562-ABCB6 porphyrin accumulation, 1 h; stronger effect = lower value. fluorescence ratio to DMSO, % at 10 µM. actives 0.19% (n = 360,000). AID 602162, 2011;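 active means fluorescence ratio to DMSO below 75%, the collection mean minus 3 SD; inconclusive means too few cells collected in the well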;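 further: signal is porphyrin accumulated inside mitochondria; 100% equals median channel fluorescence of DMSO control wells; lower ratio means ABCB6 inhibition with less porphyrin fluorescence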
CaV13 FRET inh = Disruptors of the CACNA1D IQ motif to Ca2+-dependent inactivation inhibitor domain association, primary screening, Förster resonance energy transfer in intact living …. HEK cells, CFP/YFP FRET ICDI-IQ, plate reader, 10 min; percent FRET-ratio fall versus neutral wells. inhibition, % at 12.3 µM. actives 0.098% (n = 340,000);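 active means mean replicate inhibition of at least 30% and at least 1% of replicates passing that level; inconclusive means only one of the two criteria is met; inactive means neither criterion is met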;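 further: 0% = median of the neutral control wells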
MC4R barr agon = MC4R agonists recruiting beta-arrestin, primary screen, cell-based, luminescence, agonist arm of biased-ligand search | Melanocortin receptor 4 (Homo sapiens), P32245 | U2OS MC4R beta-arrestin complementation; percent of melanotan II response, DMSO zero | activation, % at 8.9 µM | actives 0.98% (n = 360,000) | AID 540308, 2011;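 active means activation above a per-plate cutoff, the mean activation of sample wells on that plate plus 3 SD, cut at about 8% in these data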
Target sequence (P32245 whole entry, looked up): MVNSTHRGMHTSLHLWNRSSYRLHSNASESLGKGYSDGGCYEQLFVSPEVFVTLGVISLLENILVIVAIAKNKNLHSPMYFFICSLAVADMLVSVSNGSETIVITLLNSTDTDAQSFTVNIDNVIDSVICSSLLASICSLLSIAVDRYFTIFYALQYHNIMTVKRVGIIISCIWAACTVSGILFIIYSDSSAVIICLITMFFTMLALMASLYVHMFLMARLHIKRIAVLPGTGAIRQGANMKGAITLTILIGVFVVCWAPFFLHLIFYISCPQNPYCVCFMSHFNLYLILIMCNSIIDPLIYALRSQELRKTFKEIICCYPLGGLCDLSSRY
HTR2A ag = mouse Htr2a agonists via beta-arrestin recruitment, primary screen, cell-based, luminescence; 5-hydroxytryptamine receptor 2A (Mus musculus), P35363; CHO-K1 mHTR2A beta-arrestin complementation; percent of 30 µM serotonin response; actives 0.66% (n = 360,000); activation, % at 7.6 µM;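 active means activation above a run cutoff, the mean activation of all tested compounds plus 3 SD, cut at about 14% in these data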;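 further: 0% = plate median of compound wells and 100% = 30 µM serotonin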
H9c2 protect = cardioprotection against H2O2-induced cell death, primary screen, uHTS, H9c2 cells, ATPLite luminescence | H9c2 cardiomyocytes, H2O2 injury protection, 2 h | protection from H2O2 cell death, % at 20 µM | actives 0.63% (n = 360,000) | AID 588492, 2011;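 active means compounds giving at least 50% protection of heart cells from peroxide-induced death in the single-dose screen, raw or plate-pattern-corrected value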;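 further: 0% = DMSO wells with peroxide and 100% = DMSO wells without peroxide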
MC4R antagonist = MC4R antagonists of cAMP signaling, primary screen, cell-based, TR-FRET, antagonist arm of biased-ligand search. Melanocortin receptor 4 (Homo sapiens), P32245. MC4R-expressing cells, MTII-stimulated cAMP, LANCE TR-FRET. inhibition, % at 6.5 µM. actives 0.48% (n = 360,000);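 active means inhibition above its plate's cutoff, the mean of tested wells on that plate plus 3 SD, cut at about 29% in these data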;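 further: 0% = Melanotan II alone and 100% = Melanotan II plus saturating MCL0020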
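Material: human MC4R-expressing U2OS cells. Probe or stimulus: Melanotan II challenge. Dosing: 6.5 µM single dose. Times: 30-min compound, 1-h challenge, 1-h detection, room temperature. Technique: TR-FRET with Eu-cAMP and labeled anti-cAMP, 671 nm. Replication: singlicate.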
Glyco luc inh = increase of ERlucT glycosylation luciferase signal, primary screen, N-linked glycosylation inhibitor project, D54 ERlucT cells, luminescence, set 2; actives 0.23% (n = 360,000); reporter increase, % at 12.5 µM; AID 588692, 2011; D54 ERlucT glycosylation luciferase reporter, 24 h; percent of 100 nM tunicamycin response;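 active means mean luciferase reporter signal, scaled so untreated is 0 and the glycosylation-blocking control 100, at or above a set limit in every replicate; inconclusive means mean reaches the limit but not every replicate does; inactive means mean below the limit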;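 further: luciferase carries N-glycosylation sites so blocking glycosylation raises the light; 0% = median of neutral control wells and 100% = median of 100 nM tunicamycin wells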
aDG glyco up = activators of alpha-DG glycosylation, primary screen, uHTS, Pro5-aDG cells, AlphaScreen. AID 624168, 2012. actives 0.22% (n = 360,000). activation, % at 10 µM. alpha-DG glycosylation AlphaScreen (IIH6); 0% Pro5, 100% B10-LARGE cell signal;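 active means activation of at least 8% versus controls, or a plate z-score of at least 8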;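 further: Pro5 are CHO cells carrying HIG-tagged alpha-DG that lacks glycosylation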
Vif imaging = HIV Vif self-association inhibitors, primary screen, imaging, HEK293T, single point. HEK293T cells, Vif self-association by quenched fluorescence, 24 h. actives 0.35% (n = 340,000). inhibition, % at 7.49 µM; in the data active means inhibition above about 50%, passing the limit was not always enough; inconclusive means no clear call, values can overlap the other calls; inactive means below about 31%; further: some results filed as inactive read as strong as hits
PDI inh = inhibitors of human PDI, primary screen, biochemical, turbidity, single point, plate reader; Protein disulfide-isomerase (Homo sapiens), P07237; PDI insulin aggregation turbidity, A650, 90 min; inhibition, % at 10 µM; actives 0.052% (n = 350,000); AID 588391, 2011;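 active means mean inhibition across replicates of 30% or more, whatever share of single replicates reach that level; inconclusive means mean inhibition below 30% while every single replicate reaches 30%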;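 further: absorbance from insulin aggregation driven by PDI reduction with DTT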
Target sequence (P07237 whole entry, looked up): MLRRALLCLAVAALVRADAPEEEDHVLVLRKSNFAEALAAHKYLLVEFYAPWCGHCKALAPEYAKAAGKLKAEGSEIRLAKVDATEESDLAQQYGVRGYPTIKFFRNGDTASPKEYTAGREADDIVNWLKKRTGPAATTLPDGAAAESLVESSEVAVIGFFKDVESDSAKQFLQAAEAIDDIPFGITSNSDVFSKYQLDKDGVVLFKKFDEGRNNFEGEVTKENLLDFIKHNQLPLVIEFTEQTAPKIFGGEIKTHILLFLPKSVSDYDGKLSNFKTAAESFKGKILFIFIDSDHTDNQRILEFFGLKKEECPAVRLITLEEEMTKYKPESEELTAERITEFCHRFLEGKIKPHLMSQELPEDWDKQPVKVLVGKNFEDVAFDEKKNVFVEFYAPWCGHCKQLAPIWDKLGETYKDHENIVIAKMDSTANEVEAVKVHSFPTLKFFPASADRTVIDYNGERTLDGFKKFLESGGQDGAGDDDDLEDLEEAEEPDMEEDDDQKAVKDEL
The depositor's hits bear a star; i = inactive; ? = inconclusive; . = no result given.

1. CS(=O)(=O)Nc1cccc(C2=NN(S(C)(=O)=O)C(c3ccccc3)C2)c1 (stereo not drawn)
2. CN(Cc1cnn(-c2ccccc2)c1)C(=O)C1CCC(=O)N(C2CC2)C1 (stereo not drawn)
3. COc1ccc(NC2CCCN(C(=O)CCN3Cc4ccccc4C3=O)C2)cc1 (stereo not drawn)
4. COc1ccc(C(=O)NC(NC(=S)Nc2ccc(S(N)(=O)=O)cc2)C(Cl)(Cl)Cl)cc1 (stereo not drawn)
5. Cc1ccc(N=Cc2cc(Cl)cc(Cl)c2O)nc1
6. COc1cccc(C(NC(C)=O)c2nc(-c3cccs3)cs2)c1 (stereo not drawn)
Compound,1,2,3,4,5,6
ABCB6 inh MLPCN,108,101,95,97,103,96
CaV13 FRET inh,1,-6,-5,-4,-7,-4
MC4R barr agon,-1.9,-2.0,-2.3,0.7,2.5,-0.6
HTR2A ag,3,-1,4,2,-2,4
H9c2 protect,2,0,2,0,65*,4
MC4R antagonist,0,8,4,2,7,2
Glyco luc inh,1,2,3,2,4,3
aDG glyco up,-0.2,-0.4,-0.4,-0.1,0.0,0.2
Vif imaging,9,7,-24,8,3,5
PDI inh,5,1,7,0,-23,-6

7. CCc1nc2c(OCc3ccc(OC(F)F)cc3)cccn2c1N(C)C(=O)c1ccco1
8. Cc1ccc(C)c2c1sc(=NC(=O)CN1C(=O)CCC1=O)n2C
9. CN(C)/C=N/c1nc(-c2ccc3ccccc3c2)cs1
10. COCCOC(=O)c1sc(=S)n(CCOC)c1N
11. Cc1cccn2cc(CCNS(=O)(=O)c3ccc4c(c3)OCCO4)nc12
12. CCOC(=O)C1=CC[C@H]2c3c(c4ccccc4n3C)C(=O)C1N2C(=O)OC(C)(C)C
Compound,7,8,9,10,11,12
ABCB6 inh MLPCN,103,103,93,103,97,99
CaV13 FRET inh,-7,-6,-4,-9,-8,-10
MC4R barr agon,-0.2,-0.7,-1.2,1.4,0.3,0.1
HTR2A ag,-8,-2,-9,-7,-8,-1
H9c2 protect,-2,-26,-5,13,-4,-1
MC4R antagonist,11,2,-6,-1,-6,10
Glyco luc inh,-2,5,-6,2,2,-2
aDG glyco up,-0.1,0.3,0.0,0.3,0.2,0.0
Vif imaging,2,.,-2,7,-11,0
PDI inh,-5,-1,-1,-2,.,2

13. CC12CCC(C(=O)NCCc3ccccc3)(OC1=O)C2(C)C (stereo not drawn)
14. O=C(C(Br)=Cc1ccccc1)c1ccccc1
15. COC(=O)C1SCC2C(=O)N(Cc3ccc(Cl)cc3)CC(=O)N21 (stereo not drawn)
16. COCCN1C(=O)C(=O)/C(=C(/O)c2cccc(OC)c2)C1c1ccco1 (stereo not drawn)
17. COc1ccc2nc(N/C(N)=N/C(=S)Nc3c(C)cccc3C)nc(C)c2c1
18. O=C1NC(=S)NC1=Cc1ccco1
Compound,13,14,15,16,17,18
ABCB6 inh MLPCN,102,100,103,92,92,95
CaV13 FRET inh,1,-12,-3,-4,0,-6
MC4R barr agon,1.1,-2.0,-1.3,-1.7,3.0,-0.6
HTR2A ag,-5,3,0,6,-5,7
H9c2 protect,8,-7,-4,4,-1,-3
MC4R antagonist,3,0,20,0,17,1
Glyco luc inh,-2,6,1,1,5,2
aDG glyco up,0.0,-0.3,-0.1,-0.5,2.3,-0.3
Vif imaging,52*,?,1,28,-7,7
PDI inh,3,-6,5,14,-5,9

19. CCCCCCOC(=O)Cc1c(C)nc(N)[nH]c1=O
20. Cc1cc(C)cc(OCC(=O)OCC(=O)NCCC2=CCCCC2)c1
21. CN(CC1CCOCC1)C(=O)CC1C(=O)NCCN1Cc1ccc(Cl)c(F)c1 (stereo not drawn)
22. O=C(O)c1ccc(-c2ccc(-c3ccccc3)cc2)s1
23. CCSc1nc2c(cnn2-c2ccc(C)c(C)c2)c(=O)[nH]1
24. COc1ccc(CCCC(=O)NCCc2ccccc2)c(C)c1
Compound,19,20,21,22,23,24
ABCB6 inh MLPCN,94,94,95,97,104,94
CaV13 FRET inh,-4,-3,-6,.,-5,8
MC4R barr agon,-0.6,5.8,-0.8,3.5,1.4,0.8
HTR2A ag,3,5,-6,-5,-3,-5
H9c2 protect,0,8,6,-8,0,5
MC4R antagonist,-10,-16,-2,0,4,10
Glyco luc inh,0,0,1,-11,2,0
aDG glyco up,0.2,-0.3,-0.1,0.9,0.3,0.0
Vif imaging,-2,-4,12,-7,.,2
PDI inh,0,0,2,4,-6,3

Part of the list above, as a markdown table.
| item | Molecule | ABCB6 inh MLPCN | CaV13 FRET inh | MC4R barr agon | HTR2A ag | H9c2 protect | MC4R antagonist | Glyco luc inh | aDG glyco up | Vif imaging | PDI inh |
| --- | --- | --- | --- | --- | --- | --- | --- | --- | --- | --- | --- |
| 21 | CN(CC1CCOCC1)C(=O)CC1C(=O)NCCN1Cc1ccc(Cl)c(F)c1 (stereo not drawn) | 95 | -6 | -0.8 | -6 | 6 | -2 | 1 | -0.1 | 12 | 2 |
| 20 | Cc1cc(C)cc(OCC(=O)OCC(=O)NCCC2=CCCCC2)c1 | 94 | -3 | 5.8 | 5 | 8 | -16 | 0 | -0.3 | -4 | 0 |
| 23 | CCSc1nc2c(cnn2-c2ccc(C)c(C)c2)c(=O)[nH]1 | 104 | -5 | 1.4 | -3 | 0 | 4 | 2 | 0.3 | . | -6 |
| 24 | COc1ccc(CCCC(=O)NCCc2ccccc2)c(C)c1 | 94 | 8 | 0.8 | -5 | 5 | 10 | 0 | 0.0 | 2 | 3 |
| 22 | O=C(O)c1ccc(-c2ccc(-c3ccccc3)cc2)s1 | 97 | . | 3.5 | -5 | -8 | 0 | -11 | 0.9 | -7 | 4 |

(next part)
25. O=C(CCn1c(=S)[nH]c2cc3c(cc2c1=O)OCO3)NCc1ccc(Cl)cc1
26. CC(C)C[C@H]1CN([C@@H](CC(C)C)CN2CCC[C@@H]2CN2C(=O)C(=O)NC[C@@H]2Cc2ccccc2)C(=O)C(=O)N1CC1CCCCC1
27. COc1ccc(CNC(=O)C2(C)Cc3ccccc3C(=O)O2)cc1 (stereo not drawn)
28. COc1ccc(NC(=O)CSc2ccc3c4c(cccc24)C(=O)c2ccccc2-3)cc1
29. COc1ccccc1N1CCN(S(=O)(=O)c2ccc3c(c2)NC(=O)CS3)CC1
30. CCCCCCCCN1C(=O)[C@H](CC(=O)NCCC(C)C)C[C@@]2(C(=O)OC)CCCCC=C12
Compound,25,26,27,28,29,30
ABCB6 inh MLPCN,95,96,100,578,95,98
CaV13 FRET inh,-15,-6,-4,-6,-4,-4
MC4R barr agon,-1.1,2.0,-1.3,1.6,0.0,.
HTR2A ag,-3,2,5,1,-5,-5
H9c2 protect,10,-17,-2,7,-2,.
MC4R antagonist,17,1,2,9,9,.
Glyco luc inh,4,0,1,1,0,.
aDG glyco up,-0.2,0.6,-0.3,-0.3,0.1,0.0
Vif imaging,7,.,0,i,-5,.
PDI inh,0,-1,2,-11,4,.

31. O=C(COC(=O)c1ccccc1O)Nc1ccc2ccccc2c1
32. COc1ccccc1OCCNC(=O)c1ccc(C)o1
33. O=C(CN(CC1CCCO1)C(=O)CCC(=O)Nc1nccs1)NCc1ccc2c(c1)OCO2 (stereo not drawn)
34. CCN(CC)S(=O)(=O)c1ccc(-c2nnc(SCC(=O)N3CCc4ccccc43)o2)cc1
35. CCOc1ccc2[nH]c(=O)c(CN(CC3COCCO3)C(=O)c3ccc(C)cc3)cc2c1 (stereo not drawn)
36. O=C(Nc1cc(Sc2ccccn2)cc([N+](=O)[O-])c1)c1cccc(F)c1
Compound,31,32,33,34,35,36
ABCB6 inh MLPCN,97,99,101,97,101,94
CaV13 FRET inh,-5,-7,-1,.,-2,-6
MC4R barr agon,0.6,-0.2,0.6,0.0,-2.6,0.7
HTR2A ag,-5,15*,5,1,-2,6
H9c2 protect,0,13,7,11,0,-16
MC4R antagonist,-6,3,7,1,-1,2
Glyco luc inh,3,2,3,?,-1,-2
aDG glyco up,0.1,0.0,-0.1,-0.3,0.1,0.1
Vif imaging,-8,-2,-10,4,-16,3
PDI inh,-4,8,-5,-4,4,8

37. Cc1ccc(C(=O)c2cc([N+](=O)[O-])ccc2N2CC(C)OC(C)C2)cc1 (stereo not drawn)
38. O=C(c1ccc2c(=O)n(Cc3ccccc3Cl)c(=S)[nH]c2c1)N1CCOCC1
39. O=C(CSc1cccc2cccc(Cl)c12)NCc1cccs1
40. C=CCOC(=O)C1=C(C)OC(N)=C(C#N)C1c1ccc2c(c1)OCO2 (stereo not drawn)
41. Cc1nnc(NC(=O)CSc2nnc(C)c(=O)n2N)s1
Compound,37,38,39,40,41
ABCB6 inh MLPCN,102,96,i,109,97
CaV13 FRET inh,-2,-7,0,-5,-3
MC4R barr agon,2.5,-2.7,-2.6,-1.8,-0.9
HTR2A ag,-1,-1,-3,-4,9
H9c2 protect,-1,-2,-8,7,-6
MC4R antagonist,-5,8,9,-1,3
Glyco luc inh,13,-3,-1,-2,3
aDG glyco up,-0.8,0.2,0.7,-0.2,0.5
Vif imaging,-3,3,-14,3,-3
PDI inh,0,-6,6,-19,15
